High-throughput results deposited in PubChem BioAssay by several laboratories.
XIAP antagonists: small molecules displacing peptide from XIAP – biochemical, IAP family, fluorescence polarization (AID 1018). XIAP BIR domain, fluorescence polarization peptide displacement; higher % means a stronger effect. displacement, % at 20 µM; hits with a dose series show IC50 in µM. actives 0.007% (n = 200,000); in the data active = displacement above about 50%; note: a part of the inactive calls stands beside numbers as strong as those of hits
AID2073: inhibitors of Mint1-CaV2.2 protein interaction, biochemical, HTRF (AID 2073); HTRF protein-protein interaction, Mint1-CaV2.2; higher % means a stronger effect; inhibition, % at 20 µM, or IC50 in µM where a hit was titrated; actives 0.19% (n = 290,000); in the data active = inhibition mostly above about 51%, no sharp cut-off; inconclusive = no clear call, values can overlap the other calls; inactive = mostly below about 53%; note: some results filed as inactive read as strong as hits
NOD2 inhibition: inhibition of NOD2-driven NF-kB reporter – cell-based, luminescence, uHTS, HEK293 (AID 1566). HEK293 NOD2/NF-kB luciferase reporter, luminescence; higher % means a stronger effect. inhibition, % at 4 µM, or EC50 in µM where a hit was titrated. actives 0.63% (n = 290,000); note: many of its hits are not listed in these tables
Siah-1 displacement: Siah-1 peptide-binding antagonists, primary screen, biochemical, fluorescence polarization, rhodamine-plectin, uHTS (AID 1817). Siah-1 / rhodamine-plectin peptide fluorescence polarization; higher % means a stronger effect. one-dose displacement, % at 20 µM; IC50 in µM for titrated hits. actives 0.02% (n = 290,000);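 active = displacement of at least 50% at 20 µM, with a fluorescence ratio check between 0.3 and a set limit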;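 note: plate controls were Siah plus tracer with DMSO for no effect and tracer alone without Siah for full effect; strong numbers were not always called active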
LYP phosphatase: PTPN22 lymphoid phosphatase activity blockers – biochemical, fluorescence intensity, uHTS (AID 1779); actives 0.054% (n = 290,000); recombinant LYP phosphatase, fluorescence intensity; higher % means a stronger effect; inhibition, % at 11.5 µM, or IC50 in µM where a hit was titrated;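 note: plate controls were vehicle with enzyme for no effect and no enzyme for full effect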
NS5 inhibitors: flavivirus cap methylation enzyme inhibition – biochemical, confirmation dose response, primary screen (AID 588689); Dengue-2 NS5 methyltransferase capping enzyme assay, biochemical; higher % means a stronger effect; one-dose inhibition, % at 25 µM; IC50 in µM for titrated hits; actives 0.3% (n = 340,000); in the data active = a potency from the dose series; inconclusive = inhibition above about 29% without an active follow-up result
Lipid droplet: modulators of hepatic lipid droplet formation; inhibition, % at 6.5 µM; AML12 mouse hepatocytes, oleate lipid droplets, BODIPY imaging; actives 0.4% (n = 240,000);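 active = lipid droplet intensity inhibited by at least 50%, with more than 500 cells counted; inconclusive = wells with under 300 cells, treated as cytotoxic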
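Material: mouse AML12 hepatocyte cell line, fixed after treatment; Timing: compound with oleate, overnight; Technique: high-content imaging of BODIPY-stained droplets and DAPI nuclei; Probe or stimulus: oleate, 100 µM final; Dosing: compound at 6.5 µM only.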
Myeloid diff MLP: compounds promoting myeloid differentiation; ER-HoxA9 myeloid progenitors, lysozyme-GFP differentiation, flow cytometry; calls only at 10 µM; actives 1% (n = 360,000);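 active = normalized GFP-positive differentiation at or above the plate's own cutoff, the solvent-only control mean plus 3 SD; inconclusive = no clear call, values can overlap the other calls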;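 note: cells exposed to compound for four days before flow analysis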
HIV fusion peptide: cell-free HIV fusion peptide-binding blockers – biochemical, uHTS, fluorescence dequenching, primary screen (AID 1986) | cell-free peptide binding, fluorescence dequenching, 30 min; higher % means a stronger effect | inhibition, % at 20 µM, or IC50 in µM where a hit was titrated | actives 0.3% (n = 290,000); in the data active = inhibition mostly above about 52%, no sharp cut-off; inactive = mostly below about 76%; note: some results filed as inactive read as strong as hits
Lipid droplet cells 6.5 µM: second read-out of Lipid droplet, no call of its own (marks repeat the call); cell count; measured here: cell count, cytotoxicity flag;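 cells counted across two imaged fields per well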
NS5 inhibitors pilot replicate: further read-out of NS5 inhibitors, marked with its call; inhibition, %; measured here: pilot screen replicate inhibition
Myeloid diff MLP GFP+ MAC1+ %: recorded beside Myeloid diff MLP, whose call it bears; GFP+ MAC1+ double positive, %; measured here: differentiation confirmed by MAC1 staining
* hit, by the source's call; i = inactive; ? = inconclusive; · = not tested or not shown; + = active, no number. Cut-off read from the data, not from the text of the source, unless noted: active = inhibition above about 50%; inactive = the rest. A portion of the library (hit frequency here may not be typical).

SMILES	XIAP antagonists	AID2073	NOD2 inhibition	Siah-1 displacement	LYP phosphatase	NS5 inhibitors	Lipid droplet	Lipid droplet cells 6.5 µM	Myeloid diff MLP	Myeloid diff MLP GFP+ MAC1+ %	HIV fusion peptide	others
COc1ccccc1-c1cn(C(C)(C)C)nc1C	-0.2%	9%	9%	-6%	-10%	-6%	5	681	i	0.0	0.2%
O=C(COc1ccc2ccc(=O)oc2c1)Nc1ccc(CCO)cc1	·	10%	-1%	8%	-8%	-10%	7	784	i	1.0	2.7%
COc1ccc(CCNC(=O)C(NC(=O)OCc2ccccc2)C(C)C)cc1OC (configuration not stated)	·	-3%	14%	-2%	-8%	5%	·	·	i	0.7	-0.2%
CCOc1ccc(C(=O)C[n+]2ccccc2C)cc1	-3.3%	-4%	9%	2%	-1%	-4%	-6	577	i	0.3	-1.8%
CCCS(=O)(=O)N1CCC(C(=O)NCCc2ccccc2)CC1	-2.6%	14%	-10%	3%	-2%	3%	-15	612	i	0.9	0.9%
N#CCCn1cc(C(=O)Nc2ccccc2Br)c(-c2cccs2)n1	-12%	?	-2%	2%	1%	-2%	-12	700	i	0.2	1.2%
O=[N+]([O-])c1cccc(N2Cc3ccccc3C2)c1	-2.6%	4%	-9%	4%	-3%	-2%	6	678	i	0.2	16%
S=C(N/N=C/c1ccco1)NC1CC2CCC1C2 (configuration not stated)	·	-13%	-30%	3%	3%	-5%	·	·	i	0.6	-0.2%
COC(=O)C1=C(C)NC(C)=C(C(=O)OC)C1c1ccc(-c2cc(Cl)ccc2Cl)o1	35%	38%	-3%	5%	0%	-9%	-8	669	i	0.4	6.6%
CCOC(=O)Cn1c(=O)oc2cc(S(=O)(=O)Nc3c(C)cc(C)cc3C)ccc21	-9.9%	-4%	-8%	4%	-1%	-3%	·	·	i	2.3	1.0%
CCCCc1nnc(NC(=O)C2=COCCO2)s1	·	9%	-54%	3%	-3%	-3%	0	830	i	0.0	1.7%
COC(=O)[C@H](Cc1ccccc1)NC(=O)NCc1ccccc1OC	-4.9%	7%	8%	2%	-9%	6%	4	802	i	0.4	2.1%
COCCNC(=O)/C(C#N)=C/c1cc(C(C)C)c(OC)cc1C	-3.5%	-5%	14%	10%	0%	-6%	10	727	i	0.3	-2.1%
Cc1cc(-c2n[nH]c(=S)n2/N=C/C(Cl)=C/c2ccccc2)n[nH]1	-6.7%	-20%	·	5%	0%	4%	-20	381	i	1.7	-0.3%
CCN(C(=O)c1cn(C)c(=O)c2cc(OC)c(OC)cc12)c1cc(OC)ccc1OC	-2.0%	0%	-10%	-4%	1%	-10%	·	·	i	0.9	-1.2%
Cn1c(=O)c2c(ncn2CC(O)CNc2ccc(Cl)cc2)n(C)c1=O (configuration not stated)	-4.8%	10%	6%	-1%	-3%	0%	5	768	i	1.1	-1.1%
Cc1oc2c(O)c(O)ccc2c(=O)c1-c1ccc(Cl)cc1	·	-18%	1%	-6%	-12%	·	16	814	i	0.1	11%
COc1ccc(C2C(C(=O)Nc3cccc(C)n3)c3ccccc3C(=O)N2C)cc1 (configuration not stated)	-6.7%	1%	-134%	9%	-4%	-2%	·	·	i	0.8	0.4%
O=C1NC(=S)N/C1=C/c1cccc([N+](=O)[O-])c1	-8.3%	-1%	12%	1%	3%	1%	1	711	i	0.3	-1.4%
O=C(Nc1nc2ccc(S(=O)(=O)N3CCCCC3)cc2s1)C1CCCO1 (configuration not stated)	1.6%	-12%	4%	5%	-3%	-3%	0	754	i	2.1	1.1%
CCOc1ccc(-c2n[nH]c(=S)n2/N=C/c2cc3c(cc2[N+](=O)[O-])OCO3)cc1	-2.5%	16%	-5%	49%	0%	6%	-9	589	i	2.8	26%
CCO/N=C(\C)c1c(O)cc(C(C)C)n(-c2ccccc2)c1=O	-3.3%	-10%	3%	6%	5%	-8%	-6	545	i	0.6	3.9%
CCC(C)n1c(NC(=O)c2ccccc2)c(C#N)c2nc3ccccc3nc21 (configuration not stated)	-7.1%	38%	21%	8%	4%	·	·	·	+	0.9*	15%
CNCc1cc2ccc(C)cc2[nH]c1=O	-2.1%	6%	0%	1%	-8%	-1%	·	·	i	0.7	32%
CC(C)(C)c1ccc(/C=C/C(=O)N2CCc3ccccc3C2)cc1	1.9%	-12%	8%	-1%	-1%	-4%	-7	708	i	6.2	0.8%
New compounds follow.
SMILES	XIAP antagonists	AID2073	NOD2 inhibition	Siah-1 displacement	LYP phosphatase	NS5 inhibitors	Lipid droplet	Lipid droplet cells 6.5 µM	Myeloid diff MLP	Myeloid diff MLP GFP+ MAC1+ %	HIV fusion peptide	others
CCN(C(=O)COC(=O)/C=C/c1cccc([N+](=O)[O-])c1)c1ccccc1	-6.9%	4%	8%	6%	-4%	-6%	-8	687	i	0.5	-1.0%
Cc1ccc(C(=O)Nc2cccc(C(F)(F)F)c2)cc1Nc1ncnc2nc[nH]c12	·	12%	18%	2%	-3%	1%	-28	671	?	·	2.0%
CCN(CC)CCCN1C=C2C(=O)C(C)(OC(=O)C3CCCC3)C(=O)C=C2C=C1c1ccsc1 (configuration not stated)	·	11%	12%	-8%	-5%	13%	-3	784	i	0.8	13%
Cc1c(OC(C)C(=O)N2C[C@H]3C[C@@H](C2)c2cccc(=O)n2C3)ccc2c3c(c(=O)oc12)CCCC3 (some centres not stated)	·	15%	7%	-4%	-5%	1%	·	·	i	3.4	-1.0%
CCOC(=O)N1CCN(c2ccccc2O)CC1	-6.4%	-4%	12%	2%	-4%	-1%	17	787	i	1.2	-2.6%
CC(=O)c1[nH]c(C)c(C(=O)N2CCCC(Nc3ccc(C(C)C)cc3)C2)c1C (configuration not stated)	·	1%	4%	3%	-5%	-4%	-7	817	i	9.3	-0.6%
CCOC(=O)Nc1nc(-c2ccccc2)c(C(=O)c2ccccc2)s1	-5.1%	18%	10%	2%	-1%	-5%	·	·	?	·	0.9%
C=CCNC(=O)CCCCC(=O)NCC=C	-2.5%	-1%	7%	2%	-12%	-7%	9	692	i	0.5	1.9%
CCOC(=O)/C(C#N)=C/c1ccc(OCC(=O)Nc2cc(C)ccc2C)c(OC)c1	-1.4%	18%	13%	18%	2%	2%	-6	598	i	0.5	-1.8%
Cc1ccc(NC(=O)c2sc3ncn(CC(=O)N4CCOCC4)c(=O)c3c2C)c(Br)c1	·	9%	2%	-3%	-2%	0%	-11	712	i	0.6	0.8%
CN(C)CCNc1cc(-c2ccncc2)nc2ccccc12	-4.0%	18%	19%	-5%	-13%	-2%	0	646	i	0.6	1.4%
O=C(COc1ccccc1)Nc1nc2c(s1)CCCC2	·	3%	-68%	8%	-4%	-4%	-2	802	i	8.8	1.0%
O=C(O)c1ccc(S(=O)(=O)N(Cc2ccccc2)C2CCCCC2)cc1	·	6%	11%	-3%	-10%	-7%	1	649	i	0.9	1.6%
CCOC(=O)CSc1nc2sc3c(c2c(=O)n1-c1ccccc1)CCN(C)C3	·	-3%	2%	-1%	-5%	-23%	1	763	i	1.1	11%
CCN(C(=O)CN1CCc2ccccc21)c1c(N)n(Cc2ccccc2)c(=O)[nH]c1=O	-4.1%	-2%	-5%	-3%	-4%	-65%	2	669	i	2.0	0.3%
Cc1ccc(SCc2noc(C(=O)NC(C)C)c2C(=O)O)cc1C	-1.7%	-6%	0%	1%	-4%	-6%	·	·	i	1.7	6.5%
CCOC(=O)C1(Cc2cccc(OC)c2)CCCN(S(=O)(=O)CC)C1 (configuration not stated)	·	-1%	-2%	2%	-5%	-12%	-8	828	i	0.5	-0.3%
C[C@@]1([C@@H](NC(=O)c2cccs2)c2ccc(-c3ccccc3)cc2)C[C@H]1C1CCCCC1	-6.3%	3%	4%	-1%	-5%	-2%	-3	725	i	0.3	1.7%
COc1cc(/C=C(/NC(=O)c2ccccc2)C(=O)Nc2ccccc2)c([N+](=O)[O-])cc1OC	-3.1%	-2%	17%	-2%	-5%	-3%	·	·	i	0.8	-2.2%
Cc1cc([N+](=O)[O-])nn1CC(=O)NNC(=S)Nc1ccc(Cl)cc1	-7.3%	-24%	-2%	0%	-9%	-11%	·	·	i	0.9	-2.3%
Cc1nccn1-c1c2c(c(C#N)c3nc4ccccc4n13)CCC2	-4.9%	16%	12%	-2%	0%	·	-4	747	·	·	2.8%
Cc1c(NC(=S)NC(=O)c2cccc3ccccc23)cccc1C(=O)O	·	11%	3%	4%	-7%	0%	13	870	i	4.1	2.9%
CCCOc1cccc(C2/C(=C(/O)c3ccc4c(c3)CC(C)O4)C(=O)C(=O)N2CCN2CCOCC2)c1 (configuration not stated)	·	11%	-4%	12%	-5%	5%	-4	735	i	0.4	1.1%
COc1cc(C(=S)N2CCCCC2)ccc1O	-1.3%	-2%	16%	1%	6%	3%	9	806	i	1.9	2.0%
Cc1cc2nc3n(c2cc1C)CCCN3	·	-2%	-3%	5%	-6%	4%	-19	730	i	1.2	-1.0%

Nothing new here: an excerpt of the list.
SMILES	XIAP antagonists	AID2073	NOD2 inhibition	Siah-1 displacement	LYP phosphatase	NS5 inhibitors	Lipid droplet	Lipid droplet cells 6.5 µM	Myeloid diff MLP	Myeloid diff MLP GFP+ MAC1+ %	HIV fusion peptide	others
CCOc1ccc(-c2n[nH]c(=S)n2/N=C/c2cc3c(cc2[N+](=O)[O-])OCO3)cc1	-2.5%	16%	-5%	49%	0%	6%	-9	589	i	2.8	26%
CCO/N=C(\C)c1c(O)cc(C(C)C)n(-c2ccccc2)c1=O	-3.3%	-10%	3%	6%	5%	-8%	-6	545	i	0.6	3.9%
CCC(C)n1c(NC(=O)c2ccccc2)c(C#N)c2nc3ccccc3nc21 (configuration not stated)	-7.1%	38%	21%	8%	4%	·	·	·	+	0.9*	15%

More compounds follow:
SMILES	XIAP antagonists	AID2073	NOD2 inhibition	Siah-1 displacement	LYP phosphatase	NS5 inhibitors	Lipid droplet	Lipid droplet cells 6.5 µM	Myeloid diff MLP	Myeloid diff MLP GFP+ MAC1+ %	HIV fusion peptide	others
COc1ccc(-c2nnc(SCC(=O)NCc3ccco3)n2C)cc1	4.8%	-1%	1%	5%	-12%	-3%	0	726	i	0.9	2.0%
CCC(=O)Nc1nc2ccc3sc(C)nc3c2s1	-6.1%	-2%	-30%	-3%	-9%	-3%	2	626	i	0.3	-0.2%
COc1cccc2cc(-c3nnc(SCC(=O)Nc4cc(C(F)(F)F)ccc4Cl)n3N)oc12	-5.1%	38%	1%	2%	-1%	-5%	7	738	i	0.6	-2.6%
O=c1c2c(nc3n1CCCCC3)sc1c(O)cccc12	-8.1%	-7%	-128%	-3%	-3%	5%	5	768	i	1.5	-2.1%
CN1C(=S)SC(N(O)C(=O)NC2CCCCC2)C1(C)C (configuration not stated)	-5.4%	-4%	-10%	0%	-3%	-6%	8	643	i	0.5	1.4%	NS5 inhibitors pilot replicate=-1.1
CN1CCCN(S(=O)(=O)c2cccc(C#N)c2)CC1	·	18%	-4%	-1%	-9%	-5%	-2	716	i	0.5	-2.8%
CCN(CC)CCNC(=O)Cn1nc(-c2ccccc2)c2ccccc2c1=O	-4.0%	1%	8%	-2%	-9%	-2%	·	·	i	1.0	1.1%
